High-throughput results from PubChem.
Growth percent in the NCI-60 one-dose screen (48 h, 10 µM unless noted): 100 = growth as untreated, 0 = no growth, -100 = all killed.
NCI-H522: NCI-H522 lung cancer | 8% of 78,000 active | AID 1794739
NCI/ADR-RES: NCI/ADR-RES ovarian cells; AID 1794790; 4.4% of 81,000 active
NCI-H226: NCI-H226 lung cancer. 3.5% of 79,000 active
COLO 205: COLO 205 colon cancer | 7.3% of 79,000 active
NCI-H23: NCI-H23 lung cancer; 4% of 80,000 active; AID 1794731
NCI-H322M: NCI-H322M lung cancer; 2.7% of 80,000 active
KM12: KM12 colon cancer cells. 5% of 82,000 active. AID 1794800
NCI-H460: NCI-H460 lung cancer. 6.8% of 82,000 active. AID 1794736
IGROV1: IGROV1 ovarian cancer; AID 1794786; 4.7% of 79,000 active
Starred values were filed as active, the others as inactive; . = no result given; & = joins results of further samples. How the source made its calls: active means growth percent below 10; inactive means the rest.

SMILES	NCI-H522	NCI/ADR-RES	NCI-H226	COLO 205	NCI-H23	NCI-H322M	KM12	NCI-H460	IGROV1
CCn1cc(C(=O)O)c(=O)c2cc(F)c(N3CCN(C(C)C(=O)Nc4ccc(C(C)=O)cc4)CC3)cc21 (stereo not drawn)	94.8	109.9	99.4	111.1	106.7	117.2	103.5	105.9	114.6
COc1ccc(C(=O)COc2ccc(/C=C3\C(=O)Nc4cc(Cl)ccc43)cc2)cc1	82.8&93.1	86.9&95.6	84.6&86.8	108.1&113.2	85.8&89.5	92.8&105.5	95.0&94.2	106.2&99.0	76.3&78.5
Cc1ccc2nc(-c3ccc(-c4n[nH]c(=S)n4-c4ccccc4)cc3)[nH]c2c1	87.2	111.4	114.4	108.7	105.7	101.9	106.6	106.0	101.2
COc1ccc(Nc2nc(/N=C/c3ccc(C)cc3)n[nH]2)cc1	91.8	101.8	101.6	108.6	96.7	103.3	105.7	108.8	114.8
CS(=O)(=O)N1CCN(S(=O)(=O)c2ccc3c(c2)CN(C(=O)C(F)(F)F)CC3)CC1	99.7	106.4	102.2	131.0	.	100.3	108.8	113.7	108.7
CCCCNC(=O)c1ccc2c(c1)nc(-c1ccccc1)n2C1CCCCC1	80.9	98.0	108.7	88.9	92.3	90.5	88.4	109.2	108.8
CCN1C2=C(SC(=S)C1=C1SC(C(=O)OC)=C(C(=O)OC)S1)SC(=Nc1ccc(OC)cc1)C2=O	-15.2*	-12.2*	-66.7*	-3.6*	-42.5*	48.4	-89.1*	-47.5*	-58.3*
COC1CC(C)C(OC)c2cc(O)cc(c2O)NC(=O)/C(C)=C/C=C\C(C)C(OC(N)=O)/C(C)=C\C(C)C1OC (stereo not drawn)	-67.4*	-67.2*	47.8	-0.2*	39.4	54.1	-46.4*	9.4*	-0.5*
O=C1/C(=C/c2ccc([N+](=O)[O-])s2)Oc2ccc(Br)cc21	-77.7*	-31.2*	-57.0*	-80.0*	-48.3*	-29.7*	-51.3*	-51.9*	-45.9*
COc1ccc(OC)c(/C=C2/C=C(c3ccc(Cl)cc3)N(CCc3ccc(S(N)(=O)=O)cc3)C2=O)c1	53.0	69.1	84.7	56.9	82.3	73.5	63.1	68.4	59.1
C=CCn1c(SCC(=O)Nc2ccc(OC)cc2)nnc1-c1ccc(Cl)cc1	83.4	83.6	88.8	106.8	81.1	96.4	92.4	104.0	89.8
Clc1ccc(CNc2ncnc3[nH]ncc23)c(Cl)c1	77.3	92.4	85.8	99.4	98.1	97.0	94.0	97.2	89.6
Cc1ccc(-n2nnc(C(=O)O)c2-c2ccc3c(c2)OCO3)cc1	89.5	102.8	99.7	113.5	89.9	95.2	101.0	102.9	92.7
O=C(CCCN1CCC(O)(c2ccc(Br)cc2)CC1)c1ccc(F)cc1	.	74.0	99.5	.	68.3	81.8	83.5	76.8	74.0
COC(=O)C1CCc2c(ccc3c2CCCC3)C1=O (stereo not drawn)	83.3	111.3	98.2	111.8	102.3	100.5	110.6	115.2	100.9
O=c1c2ccccc2[nH]n1CCCN1CCCCC1	93.3	109.2	99.1	112.7	108.6	102.3	101.4	107.4	105.2
Cn1c(CO)cnc1-c1ccccc1	108.9	95.5	111.1	140.6	92.5	156.0	111.5	102.6	119.0
O=[N+]([O-])c1ccccc1[I+]c1ccccc1	99.4	107.4	102.3	109.0	97.5	97.5	103.5	104.0	102.9
Nc1cc2cc(Br)ccc2c(=O)n1NC(=O)c1ccc([N+](=O)[O-])cc1	97.7	102.3	93.9	116.2	99.6	96.8	102.9	104.8	106.3
CN(C)CC/C=C1/c2ccccc2Sc2ccc(Cl)cc21	94.1	85.1	93.6	99.9	101.7	101.3	101.8	105.4	81.8
COc1cc2c(cc1OC)/C(=N\O)CCCC2	86.1	114.9	104.3	117.0	102.0	98.6	100.2	110.1	.
N=C1C(c2nc(-c3ccc(Br)cc3)cs2)=C(O)CN1CC1CCCO1 (stereo not drawn)	99.6	76.3	103.3	90.8	88.8	102.7	86.6	60.2	46.2
O=C(CC1C=CCC1)Nc1ccccc1 (stereo not drawn)	86.0	113.1	95.4	114.5	111.2	100.0	112.9	115.5	105.6
CCN(CC)C(=S)SCCC(N)=O	101.3	101.6	98.0	99.6	96.3	103.6	105.0	110.3	106.1
Cc1ccc(C)c(C2=NN(c3ccc(S(=O)(=O)NC(=O)NCc4ccccc4)cc3)C(c3ccccc3Cl)C2)c1 (stereo not drawn)	93.5	83.6	74.5	92.9	74.8	105.0	73.8	77.3	96.1
NC(=O)c1cccc(-n2ccc3cc(NC(=O)c4cccc(C(F)(F)F)c4)ccc32)n1	78.9	57.6	76.2	.	95.1	100.4	51.6	84.3	106.0
COc1ccccc1-c1nc2ccc3[nH]ncc3c2c2c1CCCC2	55.0	80.6	81.4	74.7	69.0	82.8	31.0	82.5	58.9
Cc1ccc2sc3c(NCCCNCCO)nc4ccccc4c3c(=O)c2c1	27.2	72.6	.	.	75.2	73.1	-50.4*	-81.6*	48.8
CCCCCCCC(O)(CCCCCCC)CCCCCCC	95.4	109.1	88.5	101.2	97.1	106.8	108.1	105.4	117.2
CCOC(=O)C1=C(C)N(C)C(=O)NC1c1c(Cl)n(C)c2ccccc12 (stereo not drawn)	.	103.3	99.1	106.3	107.0	78.8	93.9	108.3	96.8
CC(C)C1CCC(C)C(O)C1 (stereo not drawn)	92.8	103.3	101.9	110.9	109.5	104.8	97.3	107.9	103.8
NS(=O)(=O)c1ccc(CN2C(=O)c3nccnc3C2=O)cc1	91.1	101.6	99.5	111.1	98.3	.	100.7	123.1	103.0
O=C(CCl)NCCCN1CCN(CCCNC(=O)CCl)CC1	99.1	99.2	.	107.4	108.7	.	108.6	107.9	107.4
Cc1c2c(c(C)c3c1oc1ccc(O)cc13)C(=O)N(CCN1CCOCC1)C2=O	73.9	97.2	102.9	95.5	102.9	100.3	98.5	101.6	101.9
Nc1nc(N)c(-c2ccc(Cl)c(Cl)c2)c(C=O)n1	86.7	99.5	101.6	82.6	.	.	97.7	38.1	103.2
NC(=O)C(CO)c1ccccc1 (stereo not drawn)	94.5	92.6	84.9	115.2	91.7	99.9	97.2	104.7	111.2
CC(C)(C)Nc1c(-c2cccs2)nc2ccccn12	92.3	106.3	102.2	111.4	90.2	95.5	97.0	105.4	94.6
COC(=O)[C@]12CCC(C)(C)C[C@H]1C1=CC[C@@H]3[C@@]4(C)C=C(N5CCOCC5)C(=O)C(C)(C)[C@@H]4CC[C@@]3(C)[C@]1(C)CC2	80.0	106.2	98.4	109.5	97.4	114.5	96.6	93.6	114.3
O=C(/C=C/c1cn(-c2ccccc2)nc1-c1ccc([N+](=O)[O-])cc1)c1ccc(Cl)cc1	23.3	41.1	39.0	40.2	48.4	75.1	41.8	29.1	48.0
O=S(=O)(NCCNc1nccc(-c2c(-c3ccccc3)nc3sccn23)n1)c1ccc(F)cc1	75.2	63.7	67.0	51.2	78.7	67.0	35.0	46.9	53.5
NC(=O)c1c(NC(=O)c2cccc(OC(F)(F)F)c2)sc2c1CCC(=O)C2	20.6	57.5	80.1	85.7	25.8	109.5	31.4	96.6	36.4
CC1(C)N=C(N)N=C(N)N1c1cccc(OCCOc2cccc([N+](=O)[O-])c2)c1	7.7*	106.9	98.2	35.0	.	.	22.2	19.0	29.7
O=C1[C@H]2Cc3c([nH]c4ccccc34)[C@@H](c3c(Cl)cccc3Cl)N2C(=O)CN1C1CCN(Cc2ccccc2)CC1	38.2	92.8	103.1	101.1	103.5	101.3	84.5	8.0*	70.3
O=C1CSC(c2ccccc2O)N1c1nnc(Cn2ccnc2)o1 (stereo not drawn)	.	26.0	91.4	92.6	67.9	69.6	45.1	34.8	67.7
COc1ncc(-n2c(C(=O)N3CC(F)C3)cc3cccnc32)cc1Cl	91.1	91.9	94.4	116.1	98.6	98.8	95.6	102.6	104.6
COc1ccc2[nH]c(-c3ccccc3)cc2c1	74.1	113.4	96.5	110.3	98.9	120.0	99.3	111.2	100.1
O=S(=O)(NCCNc1nccc(-c2c(-c3ccc(F)c(O)c3)nc3occn23)n1)c1ccc(O)cc1	77.1	102.4	85.5	96.0	96.4	101.6	55.9	98.7	78.2
NCCOc1nc(Cl)nc(Nc2ccc(N3CCOCC3=O)cc2)n1	76.9	99.6	96.0	112.7	98.9	98.5	100.9	104.4	100.7
O=C(CN1CCN(c2cc3c(cc2F)c(=O)c(C(=O)N/N=C/c2ccc(Cl)cc2)cn3C2CC2)CC1)N/N=C\c1ccc(Cl)cc1	92.2	101.0	81.1	107.8	101.6	95.3	101.4	101.0	69.6
O=[N+]([O-])c1cccc(-c2nc3cc4nc5ccccc5[nH]c4cc3n2)c1	92.6	100.6	105.0	114.1	90.1	97.7	100.1	111.7	99.1
COc1ccc(Cn2cc3c(c2-c2ccccc2)CCc2cnc(=O)[nH]c2-3)cc1	73.1	83.7	85.3	114.9	77.0	111.3	102.1	99.8	.
COc1ccc(C(C#N)(CCN(C)C)CN(C)C)cc1 (stereo not drawn)	85.1	100.4	101.4	114.5	101.5	97.5	105.7	111.5	106.8
O=c1[nH]c(-c2ccccc2)nc2sc3cc(O)ccc3c12	75.5	95.5	79.6	110.1	84.6	81.2	87.6	84.1	74.1
CN(C)C(=O)Nc1ccc(Cl)c(Cl)c1	106.4	112.9	88.5	126.4	103.1	106.5	106.0	107.7	118.7
COc1ccc(OC)c(NCC(O)c2ccccc2)c1 (stereo not drawn)	99.2	104.0	.	108.6	97.8	127.1	104.4	119.2	125.9
CCOC(=O)C1=Nc2cccc3c(O)ccc1c23	84.5	100.6	96.4	111.4	99.5	106.7	103.4	109.2	94.6
CC(=O)N1N=C(c2ccc(Nc3nc(Nc4ccc(F)cc4)nc(Nc4ccc(Cl)cc4)n3)cc2)CC1c1ccc(N(C)C)cc1 (stereo not drawn)	47.8	48.3	42.3	51.2	52.2	79.6	55.5	44.9	60.8
Cc1cc(C)c(NC(=O)c2sc3nc4c(cc3c2N)CN(Cc2ccccc2)CC4)c(C)c1	13.5	18.5	49.5	12.3	55.2	39.3	19.4	10.8	24.1
CN(C)CCNc1nc(NN2C(=O)c3cccc4cccc(c34)C2=O)nc(N2CCOCC2)n1	99.8	103.0	93.0	103.0	92.1	107.7	100.3	102.8	97.5
CC1(C)CC(=O)C2=C(C1)N(c1ccc(OC(F)(F)F)cc1)C(N)=C(C#N)C2c1ccc(Br)cc1 (stereo not drawn)	89.8	74.5	79.6	117.1	83.9	81.9	99.6	90.8	82.3

More records.
SMILES	NCI-H522	NCI/ADR-RES	NCI-H226	COLO 205	NCI-H23	NCI-H322M	KM12	NCI-H460	IGROV1
C=C1c2c(C)nn(-c3cccc(Cl)c3)c2N(C)C23C[C@H]1C1(C)c4c(C)nn(-c5cccc(Cl)c5)c4N(C)C(C)(C[C@H]12)C3 (stereo partly drawn)	96.8	108.5	107.2	112.7	104.5	124.6	107.5	105.0	126.9
COc1ccccc1NC(=O)c1sc2c(=O)[nH]c(C(F)(F)F)nc2c1C	81.8	101.4	98.5	125.8	98.7	100.4	100.3	112.2	97.9
Cc1ccc(CN2CC3(Cc4c(C(C)(C)C)nn(-c5ccccc5)c42)C(=O)CC(C)(C)CC3=O)cc1	105.3	73.6	84.9	109.9	85.9	.	87.9	86.8	.
CCN(CC)CCOC(COc1cc(C)cc(C)c1)COc1cc(C)cc(C)c1	35.4	41.5	54.4	-15.8*	37.9	48.7	31.7	9.6*	12.6
Cc1ccccc1C(=O)Nc1ccc(Cl)cc1	80.2	100.6	106.8	119.8	93.0	98.6	99.9	102.5	106.4
O=NN(CCCl)C(=O)NCc1ccc(-c2ccc(CNC(=O)N(CCCl)N=O)cc2)cc1	81.7	100.2	96.7	104.0	103.4	86.2	98.9	97.8	66.6
c1ccc2c(c1)ccc1c2nc2c3cc4ccccc4n3c3ccccc3n12	99.9	105.7	87.6	123.2	91.1	95.6	85.3	105.8	64.0
COc1ccc(/C=c2\nc3n(-c4ccccc4)c4n(n-3c2=O)C(=O)C(Cc2c[nH]c3ccccc23)N=4)cc1 (stereo not drawn)	96.2	101.7	79.5	120.7	93.1	97.9	100.6	101.3	86.4

For reference, part of the list above.
SMILES	NCI-H522	NCI/ADR-RES	NCI-H226	COLO 205	NCI-H23	NCI-H322M	KM12	NCI-H460	IGROV1
CCOC(=O)C1=Nc2cccc3c(O)ccc1c23	84.5	100.6	96.4	111.4	99.5	106.7	103.4	109.2	94.6
CC(=O)N1N=C(c2ccc(Nc3nc(Nc4ccc(F)cc4)nc(Nc4ccc(Cl)cc4)n3)cc2)CC1c1ccc(N(C)C)cc1 (stereo not drawn)	47.8	48.3	42.3	51.2	52.2	79.6	55.5	44.9	60.8
Cc1cc(C)c(NC(=O)c2sc3nc4c(cc3c2N)CN(Cc2ccccc2)CC4)c(C)c1	13.5	18.5	49.5	12.3	55.2	39.3	19.4	10.8	24.1
CN(C)CCNc1nc(NN2C(=O)c3cccc4cccc(c34)C2=O)nc(N2CCOCC2)n1	99.8	103.0	93.0	103.0	92.1	107.7	100.3	102.8	97.5
CC1(C)CC(=O)C2=C(C1)N(c1ccc(OC(F)(F)F)cc1)C(N)=C(C#N)C2c1ccc(Br)cc1 (stereo not drawn)	89.8	74.5	79.6	117.1	83.9	81.9	99.6	90.8	82.3
C=C1c2c(C)nn(-c3cccc(Cl)c3)c2N(C)C23C[C@H]1C1(C)c4c(C)nn(-c5cccc(Cl)c5)c4N(C)C(C)(C[C@H]12)C3 (stereo partly drawn)	96.8	108.5	107.2	112.7	104.5	124.6	107.5	105.0	126.9
COc1ccccc1NC(=O)c1sc2c(=O)[nH]c(C(F)(F)F)nc2c1C	81.8	101.4	98.5	125.8	98.7	100.4	100.3	112.2	97.9
Cc1ccc(CN2CC3(Cc4c(C(C)(C)C)nn(-c5ccccc5)c42)C(=O)CC(C)(C)CC3=O)cc1	105.3	73.6	84.9	109.9	85.9	.	87.9	86.8	.
CCN(CC)CCOC(COc1cc(C)cc(C)c1)COc1cc(C)cc(C)c1	35.4	41.5	54.4	-15.8*	37.9	48.7	31.7	9.6*	12.6
Cc1ccccc1C(=O)Nc1ccc(Cl)cc1	80.2	100.6	106.8	119.8	93.0	98.6	99.9	102.5	106.4
